Glioma ERSR ind: qHTS for Inducers of the Endoplasmic Reticulum Stress Response (ERSR) in Human Glioma: qHTS | 420,000 compounds, 0.02% hits | U87-MG GRP78 promoter luciferase reporter, 16 h | Potency, µM, for inactives: at the top dose activation, hits mostly activators | AID 602332, 2012; also: series mostly up to about 76 µM; % of control where 0% means no effect; nearly all actives have a fitted effect of over 35% in size
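ERSR induction read as luciferase luminescence (Bright-Glo, 10 min at room temperature) in stably transfected human U87-MG glioma cells exposed to compounds for 16 h, using GRP78 as sensor.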
12-LOX inh: Primary qHTS assay for inhibitors of human arachidonate 12S-lipoxygenase (ALOX12): Round 2; Polyunsaturated fatty acid lipoxygenase ALOX12 (Homo sapiens), P18054; purified 12hLO, xylenol orange hydroperoxide absorbance; Potency, µM (highest dose often 108 µM), inactives show at the top dose activity change, negative = inhibition, hits mostly inhibitors; 580,000 compounds, 1.1% hits; also: % is scaled to controls: 0 for no effect and ±100 for the full control effect
Target sequence (P18054 whole entry, looked up): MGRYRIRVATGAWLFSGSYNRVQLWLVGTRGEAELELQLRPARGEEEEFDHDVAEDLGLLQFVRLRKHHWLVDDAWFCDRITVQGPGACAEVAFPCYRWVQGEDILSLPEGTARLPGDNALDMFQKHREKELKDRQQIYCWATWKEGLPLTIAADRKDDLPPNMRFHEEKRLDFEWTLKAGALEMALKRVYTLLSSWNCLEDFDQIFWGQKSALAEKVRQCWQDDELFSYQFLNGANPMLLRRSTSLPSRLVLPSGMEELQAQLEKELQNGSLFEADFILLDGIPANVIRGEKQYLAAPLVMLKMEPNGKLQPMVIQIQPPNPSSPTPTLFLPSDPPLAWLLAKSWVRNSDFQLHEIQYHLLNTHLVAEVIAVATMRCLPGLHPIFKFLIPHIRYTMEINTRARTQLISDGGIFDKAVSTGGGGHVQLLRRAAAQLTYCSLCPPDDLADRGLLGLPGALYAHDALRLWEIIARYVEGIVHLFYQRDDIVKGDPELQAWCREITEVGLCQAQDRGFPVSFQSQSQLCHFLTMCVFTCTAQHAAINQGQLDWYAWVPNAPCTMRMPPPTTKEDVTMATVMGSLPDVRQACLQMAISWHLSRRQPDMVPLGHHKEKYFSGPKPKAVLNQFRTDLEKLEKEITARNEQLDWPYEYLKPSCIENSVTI
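Purified human 12hLO at 150 nM in 25 mM Hepes, 0.01% Triton X-100, pH 7.0, preincubated 15 min at room temperature with compound. Reaction started with 40 uM arachidonic acid, 30 min at room temperature. Hydroperoxide measured by Fe-xylenol orange, 573/405 nm absorbance ratio.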
The depositor's hits bear a star; ? = inconclusive; & = joins results of further samples; [ ] = another dose, or the depositor's remark. Calls follow the shape of the dose curve; as a rule, active = well fitted curve in the direction sought with a large enough effect; inconclusive = small, poorly fitted or top-dose-only effect, or another doubt; inactive = no such curve, though single readings can be large; an effect the other way counts as inactive or inconclusive. Potency is read from the fitted curve at half-maximal effect. An excerpt; rates above refer to the full screens.

nr	canonical_smiles	Glioma ERSR ind	12-LOX inh
1	Cc1c(C(=O)N(C)CC2CCCN(C)C2)cnn1-c1nccc(-c2ccco2)n1 (stereo unspecified)	2.5%	4.2%
2	Cc1ccc(C(=O)N(Cc2cc3cccc(C)c3nc2N2CCC(O)CC2)C2CC2)cc1	-4.8%	?
3	O=C(c1csnn1)N1CCC[C@@]2(CCN(C(c3ccccc3)c3ccccc3)C2)C1	?	5.4%[57.4 µM]
4	COc1cccc(Cn2c(=O)c(-c3cccs3)nc3cnc(OCc4ccccc4)nc32)c1	-4.7%	-14.5%
5	COc1cc(-c2ccc(C(F)(F)F)cn2)cc2c1OCCN(S(=O)(=O)C[C@]13CC[C@H](CC1=O)C3(C)C)C2	-1.9%	-0.1%
6	COc1cccc(CNc2ncnc3sc(C(=O)N4CCOCC4)c(C)c23)c1OC	-1.3%	-1.2%
7	Cc1cccc(C(=O)NCc2nc(-c3cccc(NC(=O)c4ccoc4C)c3)oc2C)n1	-0.4%	6.7%
8	COc1ccc2c(c1)CCc1cnc(-n3ncc(C(=O)N(C)CCc4ccccn4)c3C)nc1-2	-0.6%	12.5%
9	O=C(Nc1cccc(F)c1)N1CC[C@@]2(CCCN(C(=O)c3csnn3)C2)C1	-3.3%	-1.9%[57.4 µM]
10	COc1ccc(CN2CCc3nnc(CCc4ccccc4)n3CC2)c(OC)c1C	-1.4%	10.5%
11	COc1cc(=O)n2c(c1C(=O)NC(C)c1ccco1)CCN(C(=O)c1ccc3c(c1)OCCO3)CC2 (stereo unspecified)	-2.7%	7.0%
12	OCCOCCN1CCN(Cc2cccc(Oc3ccccc3)c2)CC1	1.6%	?
13	COc1cccc(CNC(=O)c2c(OC)cc(=O)n3c2CCN(C(=O)c2cc(C)ccc2C)CC3)c1	-6.9%	-8.3%
14	COc1ccc(C(=O)N2CCC3(CCCN(C(=O)NC(C)C)C3)CC2)cc1	0.2%	?
15	N[C@H](CCC(=O)N[C@H](CSN=O)C(=O)NCC(=O)O)C(=O)O	-3.4%	0.0%
16	COc1cc(=O)n2c(c1C(=O)NC(C)c1ccco1)CCN(Cc1ccccc1C(F)(F)F)CC2 (stereo unspecified)	-3.1%	5.7%
17	CCNc1ncc2nc(-c3cccs3)c(=O)n(CCC#N)c2n1	-2.8%	81.8%[activator]
18	COc1cc2c(c(OC)c1OC)-c1c(cc3c(c1OC)OCO3)CC(C)C(C)(O)C2OC(=O)c1ccccc1 (stereo unspecified)	-8.3%	0.2%[57.4 µM]
19	COc1cc(=O)n2c(c1C(=O)N(C)Cc1cscn1)CCN(C(=O)c1ccc(C)c(C)c1)CC2	-4.3%	11.2%
20	COC(=O)N1CCC2(CCN(C(=O)Nc3ccc(OC)cc3)CC2)CC1	2.5%	-5.7%[57.4 µM]
21	O=c1c(-c2ccc(F)c(F)c2)nc2cncnc2n1Cc1ccccc1Cl	-4.8%	?
22	COc1ccc2[nH]cc(CCNc3ccnc(-c4ccc(N(C)C)cc4)n3)c2c1	-0.7%	?
23	FC(F)(F)c1ccccc1-c1nc(-n2ccnc2)c2ccccc2n1	1.8%	15.8µM*
24	Cc1cc(CC(=O)O)c(C)n1-c1ccc(Cl)cc1	-1.5%	?
25	Cc1noc(C)c1C(=O)N1CCC[C@@]2(CCN(Cc3cc(C(F)(F)F)cc(C(F)(F)F)c3)C2)C1	-1.9%	0.4%[57.4 µM]
26	Cc1c(C(=O)NC2CCCCCC2)sc2ncnc(NCC3CCCO3)c12 (stereo unspecified)	3.1%	3.8%
27	CSc1ncccc1C(=O)NCC1Cc2cc(-c3cnccn3)ccc2O1 (stereo unspecified)	-3.8%	5.9%
28	COc1cc(=O)n2c(c1C(=O)N(C)Cc1nonc1C)CCN(Cc1cc(C)ccc1C)CC2	-1.8%	6.3%
29	COc1ccc(C(=O)NCC2Cc3c(F)ccc(-c4nc(C)cnc4C)c3O2)cc1F (stereo unspecified)	-5.4%	16.0%
30	Cc1cnc(CNc2cc(-c3cccnc3)ncn2)cn1	-1.5%	-15.0%
31	O=c1c(-c2ccc(F)cc2)nc2cnc(N3CCOCC3)nc2n1Cc1ccc(F)cc1	-5.4%	3.8%
32	COCCNc1cc(-c2c(C)noc2C)ncn1	-3.2%	39.8µM*
33	COc1ccccc1-c1cncnc1NCCc1cnc[nH]1	-1.0%	-4.8%
34	COc1ccc(-n2c(=O)c(C)nc3cnc(N4CCNCC4)nc32)cc1	-2.4%	?
35	Cc1nc2cnc(N3CCOCC3)nc2n(CCC#N)c1=O	-1.1%	-22.4%
36	Cc1ccc(C)c(CN2CCC3(CCC(CNC(=O)c4ccnn4C)O3)CC2)c1 (stereo unspecified)	-6.2%	12.9%
37	COc1ccc(C(=O)N2CCC3(CCCN(Cc4nccs4)C3)CC2)cc1	2.9%	-2.4%[57.4 µM]
38	CS(=O)(=O)N1CCC2(CC1)CN(Cc1nccs1)C2	-3.5%	-9.0%[57.4 µM]
39	CC(=O)Oc1ccc(C2(c3ccc(OC(C)=O)cc3)Oc3ccccc3NC2=O)cc1	-3.7%	-5.7%[22.9 µM]
40	CC(=O)N1CCC[C@@]2(CCN(c3ncccn3)C2)C1	-1.4%	3.2%[57.4 µM]
41	COc1ccc(Oc2ncc3nc(-c4cc(F)cc(F)c4)c(=O)n(C4CC4)c3n2)cc1	-2.9%	-25.9%
42	COCC(=O)N1CCC2(CCCN(Cc3ccccc3OC)C2)CC1	-0.2%	-7.4%[57.4 µM]
43	COCC(=O)Nc1cc(C(=O)NC2C3CC4CC2CC(O)(C4)C3)cc2nc(-c3ccccc3)n(C)c12 (stereo unspecified)	-0.1%	6.0%
44	O=C(c1cccc(F)c1)N1CCC2(CC1)CN(c1ccccc1)C2	-3.9%	-5.4%[57.4 µM]
45	Cc1cccc(CNc2ncncc2-c2ccc3c(c2)OCO3)c1	-5.9%	-19.9%
46	CO[C@H]1[C@H](NC(=O)c2ccsc2)c2ccccc2C12CCN(Cc1cccn1-c1ccccn1)CC2	-4.1%	10.5%
47	CN1CCN(c2ncc3nc(-c4cc(F)cc(F)c4)c(=O)n(-c4ccccc4)c3n2)CC1	-5.7%	?
48	CCOC(=O)C(CCc1ccccc1)NC1CCc2ccccc2N(CC(=O)O)C1=O (stereo unspecified)	-5.5%&-4.3%	?
49	CCC1CN(CCNC(=O)c2cccc(N3CCCC3=O)c2)Cc2cc(OC)ccc2O1 (stereo unspecified)	-2.4%	-6.8%
50	CN(Cc1ccco1)c1nc(-c2ccccc2Cl)nc2ccccc12	-2.1%	-28.0%
51	COCc1ccc(CN2Cc3ccccc3OC(c3ccccc3OC)C2)o1 (stereo unspecified)	-5.6%	12.0%
52	CCNc1ncc2nc(-c3ccccc3)c(=O)n(C3CC3)c2n1	-2.2%	?
53	COc1ccc(-c2nc3cnc(N4CCN(C)CC4)nc3n(CCc3ccccc3)c2=O)cc1	-4.4%	?
54	COc1ccccc1CCn1c(=O)cnc2cncnc21	-4.4%	0.0%
55	Cc1ccc2cc(CNC(C)c3cccc4ccccc34)c(N3CCC(O)CC3)nc2c1 (stereo unspecified)	-3.3%	4.2%
56	O=C(Nc1cccc(F)c1)N1CCCC2(CCN(S(=O)(=O)c3ccccc3)CC2)C1	-0.2%	-3.7%[57.4 µM]
57	O=c1cnc2cnc(Oc3ccccc3)nc2n1CCc1ccccc1	-2.9%	132.2%[activator]
58	CCc1nc2cc(C(=O)N3CCC[C@H]3C(=O)OC)cc(NC(=O)c3ccccc3OC)c2n1C	-4.3%	4.4%
59	O=c1c(-c2ccc(F)cc2)nc2cnc(Nc3ccccc3)nc2n1Cc1cccs1	-1.9%	258.2%[activator]
60	CCCCC/C=C\C/C=C\C/C=C\C/C=C\CCCC(=O)O[C@@H](CO)COCCCCCCCCCCCCCCCC	0.9%	3.6%[12.5 µM]

Some of the entries above, set out differently:
52: CCNc1ncc2nc(-c3ccccc3)c(=O)n(C3CC3)c2n1
53: COc1ccc(-c2nc3cnc(N4CCN(C)CC4)nc3n(CCc3ccccc3)c2=O)cc1
54: COc1ccccc1CCn1c(=O)cnc2cncnc21
55: Cc1ccc2cc(CNC(C)c3cccc4ccccc34)c(N3CCC(O)CC3)nc2c1 (stereo unspecified)
56: O=C(Nc1cccc(F)c1)N1CCCC2(CCN(S(=O)(=O)c3ccccc3)CC2)C1
assay / entry,52,53,54,55,56
Glioma ERSR ind,-2.2%,-4.4%,-4.4%,-3.3%,-0.2%
12-LOX inh,?,?,0.0%,4.2%,-3.7%[57.4 µM]

Further records
nr	canonical_smiles	Glioma ERSR ind	12-LOX inh
61	Cn1cnc2c(F)c(Nc3ccc(Br)cc3Cl)c(C(=O)NOCCO)cc21	-3.8%	-12.1%[57.4 µM]
62	Cc1cnc(-n2ncc(C(=O)NCCc3ccncc3)c2-c2cccs2)nc1-c1ccc(F)cc1	-2.4%	-3.4%
63	CC(C)OC(=O)c1cn(Cc2c(F)cccc2F)c2sc(-c3ccc(NC(=O)C(C)C)cc3)c(CN(C)Cc3ccccc3)c2c1=O	-1.8%	0.0%
64	CCCCNc1ccc(C(=O)OCCN(CC)CC)cc1	-3.1%	?
65	O=C(NCC1Cc2cccc(-c3cncnc3)c2O1)C1CC1 (stereo unspecified)	-2.6%	3.5%
66	O=C(NCc1ccccn1)c1cnn(-c2nccc(-c3ccccc3F)n2)c1C1CC1	0.8%	-3.6%
67	N#Cc1ccc2c(c1)N(CCCN1CCC(O)CC1)c1ccccc1S2	-5.4%	?
68	COc1ccccc1N1CCN(c2nc(CNC(=O)c3ccc4c(c3)OCO4)nc3ccccc23)CC1	-3.9%	4.3%
69	Fc1ccc(Nc2nc(-c3ccoc3)nc3ccccc23)cc1	0.5%	?
70	COc1ccccc1CN1CC[C@@]2(CCCN(C(=O)c3ccncc3)C2)C1	-3.3%	2.5%[57.4 µM]
71	Cc1nc2sccn2c1CN1CCOc2ccc(CN3C[C@@H](C)O[C@@H](C)C3)cc2C1	-0.8%	0.7%
72	Cc1nc(NCc2c(F)cccc2F)sc1-c1ccn(CCN2CCOCC2)n1	-2.5%	5.5%
73	O=c1c(-c2ccccc2)nc2cncnc2n1-c1ccccc1	-1.5%	0.0%
74	O=C(c1cc(C(F)(F)F)cc(C(F)(F)F)c1)N1CCC2(CCCN(c3ccccn3)C2)CC1	-4.8%	?
75	Cn1cc(CN2CCOc3ccc(C(O)C4CCCCC4)cc3C2)cn1 (stereo unspecified)	-6.4%	-7.1%

Full records, quoted from the list. Screens in order: Glioma ERSR ind | 12-LOX inh
Listed for `O=C(NCC1Cc2cccc(-c3cncnc3)c2O1)C1CC1` (stereo unspecified) : -2.6% | 3.5%
Listed for `O=c1c(-c2ccccc2)nc2cncnc2n1-c1ccccc1` : -1.5% | 0.0%

Following part:
nr	canonical_smiles	Glioma ERSR ind	12-LOX inh
76	COc1ccc(C(=O)N2CCC3(CC2)c2ccccc2[C@@H](NC(=O)c2ccccn2)[C@@H]3OC)c(O)c1	-5.0%	-6.0%
77	N#Cc1cccc(-c2ccc3ncnc(NC4CCNCC4)c3c2)c1	-0.7%	?
78	CS(=O)(=O)Nc1cccc(-c2cncnc2-n2ccnc2)c1	-4.2%	?
79	COc1ccccc1-c1nc(N(C)C)c2ccccc2n1	1.7%	31.6µM*
80	CC(C)=CCC[C@](C)(O[C@@H]1O[C@H](CO)[C@@H](O)[C@H](O)[C@H]1O)[C@H]1CC[C@]2(C)[C@@H]1[C@H](O)C[C@@H]1[C@@]3(C)CC[C@H](O[C@@H]4O[C@H](CO)[C@@H](O)[C@H](O)[C@H]4O[C@@H]4O[C@H](CO)[C@@H](O)[C@H](O)[C@H]4O)C(C)(C)[C@@H]3[C@@H](O)C[C@]12C	-7.2%	-1.2%
81	CNc1ncncc1-c1ccccc1C(F)(F)F	-2.2%	?
82	Cc1nc2ccc(C(=O)NCC3CCC4(CCN(Cc5cccnc5)CC4)O3)cc2nc1C (stereo unspecified)	0.3%	9.0%
83	Fc1ccc(Nc2ncncc2-c2ccoc2)cc1	-3.7%	39.8µM*
84	Cc1nc2cnc(N3CCNCC3)nc2n(CCc2ccccc2)c1=O	-6.7%	0.0%
85	COc1ccc(C(=O)N2CCC3(CC2)CN(C(=O)Nc2cccc(C#N)c2)C3)cc1	-3.6%	0.6%[57.4 µM]
86	COc1ccc(Oc2ncc3nc(-c4ccccc4)c(=O)n(C[C@H]4CCCO4)c3n2)cc1	-2.0%	8.4%
87	C/C(=C\c1ccco1)CN1CCOc2ccc(CN3CCC(Oc4cccnc4)CC3)cc2C1	1.9%	10.4%
88	O=C(c1cnccn1)N1CCC2(CC1)CN(Cc1cc(C(F)(F)F)cc(C(F)(F)F)c1)C2	-2.9%	6.7%[57.4 µM]
89	Cc1ccc(CN2C[C@@H](Sc3nc(C)cc(C)n3)C[C@H]2C(=O)N2CCN(c3ccccc3F)CC2)cc1	-4.7%	?
90	COc1cccc(-c2ccc3ncnc(NC4CC4)c3c2)c1	13.2%	?
91	Cc1cnc(CNc2ccnc(-c3cccc(NS(C)(=O)=O)c3)n2)cn1	0.1%	-13.8%
92	COc1ccc(Oc2ncc3ncc(=O)n(CCC#N)c3n2)cc1	-1.5%	0.0%

Source: PubChem (National Center for Advancing Translational Sciences (NCATS))
